POLI inh – blocks human DNA polymerase iota activity; 1% of 390,000 active; Q9UNA4; Pol iota fluorescent replication assay, 10 min; Potency, µM (doses to about 115 µM), without a hit: at the top dose activity, negative = inhibition, actives largely listed as inhibitors; AID 588590; further: potency means the concentration at half of the fitted maximal effect
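Pol iota at 10 nM preincubated 15 min with compounds at room temperature; reaction started with fluorescent substrate, 50 nM final. Fluorescence read kinetically at 0 and 10 min; buffer-only wells as negative control.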
APE1 inh – blocks human APE1 abasic DNA cleavage; 0.35% of 350,000 active; recombinant APE1, TAMRA/BHQ-2 abasic DNA cleavage fluorescence; Potency, µM (top dose mostly 65.8 µM), for the others: at the highest dose activity change, negative = inhibition, hits mostly inhibitors;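 further: potency means the concentration at half of the fitted maximal effect; plate controls were vehicle for no effect and reference inhibitor for full effect; nearly all actives have a fitted effect of over 55% in size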
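Activity was derived from the fluorescence gain between first and third kinetic reads (60 s intervals, ex 525/em 598 nm) after 50 nM THF-abasic TAMRA/BHQ-2 duplex was added to 0.75 nM APE1 preincubated 15 min with compound.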
TRHR agonist – TRH receptor (human) agonism | P34981 | TRHR cells, calcium flux fluo-8, FDSS agonist mode | activation, % at 2 µM | 0.18% of 360,000 active | AID 493084; in the data active means activation above about 30%; further: 0% is about no effect
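Fluo-8-loaded TRHR cells; 10 s baseline, compound added, kinetic Ca2+ fluorescence read 1/s, agonist mode.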
POLB inh – inhibitors of human DNA polymerase beta | Pol beta primer extension/strand displacement, fluorescence kinetic | Potency, µM (top dose mostly 114 µM), without a hit: at the highest dose activity change, negative = inhibition, usual class: inhibitors | 1.3% of 340,000 active; further: potency means the concentration at half of the fitted maximal effect; on the % scale 0 is the no-effect control and ±100 the full control effect
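Human Pol beta at 10 nM; strand-displacement substrate 50 nM final. Compound exposure 15 min at room temperature before start, reaction 10 min at room temperature.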
POLK inh – inhibitors of human DNA polymerase kappa; purified Pol kappa, fluorescent DNA synthesis assay, 10 min; Q9UBT6; 0.53% of 400,000 active; Potency, µM (series often up to 107 µM), for inactives: top-dose activity, negative = inhibition, most hits filed as inhibitors; further: potency means the concentration at half of the fitted maximal effect; on the % scale 0 is the no-effect control and ±100 the full control effect
Target sequence (Q9UBT6 whole entry, looked up): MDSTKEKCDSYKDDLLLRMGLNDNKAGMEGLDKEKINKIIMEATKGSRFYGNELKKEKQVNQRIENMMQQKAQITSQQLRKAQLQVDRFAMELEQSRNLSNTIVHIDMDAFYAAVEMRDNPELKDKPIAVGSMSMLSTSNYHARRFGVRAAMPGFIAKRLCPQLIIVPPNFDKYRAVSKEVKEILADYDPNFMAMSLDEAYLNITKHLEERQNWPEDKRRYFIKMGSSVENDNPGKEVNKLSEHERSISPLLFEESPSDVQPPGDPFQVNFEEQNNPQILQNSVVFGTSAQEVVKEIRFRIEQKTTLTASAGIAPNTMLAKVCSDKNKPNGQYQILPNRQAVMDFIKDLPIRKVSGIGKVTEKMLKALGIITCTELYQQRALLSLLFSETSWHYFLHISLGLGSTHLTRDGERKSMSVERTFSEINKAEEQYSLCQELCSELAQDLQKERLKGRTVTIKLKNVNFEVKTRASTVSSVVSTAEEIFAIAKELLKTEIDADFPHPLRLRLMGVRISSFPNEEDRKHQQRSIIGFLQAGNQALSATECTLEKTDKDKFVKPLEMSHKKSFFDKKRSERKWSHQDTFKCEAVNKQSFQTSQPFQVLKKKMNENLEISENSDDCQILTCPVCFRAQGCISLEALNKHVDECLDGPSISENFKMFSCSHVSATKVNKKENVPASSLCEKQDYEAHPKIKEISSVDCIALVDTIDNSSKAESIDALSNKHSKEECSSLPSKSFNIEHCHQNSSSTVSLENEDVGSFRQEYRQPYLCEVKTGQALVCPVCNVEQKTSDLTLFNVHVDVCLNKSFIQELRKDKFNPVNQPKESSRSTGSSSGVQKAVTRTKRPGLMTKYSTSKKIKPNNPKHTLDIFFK
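Inhibition of 10 nM Pol kappa is measured by a fluorescent read-out at 0 and 10 min following addition of 50 nM substrate (final), with a 15-min room-temperature compound preincubation.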
ALOX12 inh – blocks human arachidonate 12S-lipoxygenase; P18054; purified 12hLO, xylenol orange hydroperoxide absorbance; Potency, µM (series often up to 108 µM), without a hit: top-dose activity change, negative = inhibition, actives largely listed as inhibitors; 1.1% of 580,000 active; AID 1671190; further: potency means the concentration at half of the fitted maximal effect; on the % scale 0 is the no-effect control and ±100 the full control effect
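Purified human 12hLO (150 nM final) in 25 mM Hepes, 0.01% Triton X-100, pH 7.0 was preincubated 15 min at room temperature with compound. Then 40 uM arachidonic acid was added, 30 min. Hydroperoxide was read by Fe-XO absorbance ratio 573/405 nm.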
Apoferritin bind – binds horse apoferritin like a general anesthetic; P02791; apoferritin/1-aminoanthracene competitive binding, fluorescence; Potency, µM (doses to about 77.5 µM), for inactives: at the highest dose activity change, negative = displacement, usual class: inhibitors; 0.074% of 350,000 active; further: potency means the concentration at half of the fitted maximal effect; on the % scale 0 is the no-effect control and ±100 the full control effect; nearly all actives have a fitted effect of over 20% in size
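Probe: 1-aminoanthracene (50% saturated, PBS). Protein: horse-spleen apoferritin, 10 uM. Incubation: 10 min, room temperature. Detection: 380 nm excitation, 535 nm emission. Analysis: normalized response, four-parameter Hill.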
BLM helicase inh – inhibitors of human Bloom syndrome helicase BLM. P54132. recombinant BLM DNA unwinding, fluorescence dequenching. Potency, µM (doses to about 56.1 µM), inactives show at the highest dose activity change, negative = inhibition, hits mostly inhibitors. 0.2% of 350,000 active. AID 2528;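 further: potency means the concentration at half of the fitted maximal effect; plate controls were vehicle for no effect and no enzyme for full effect; nearly all actives have a fitted effect of over 35% in size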
ERG-DNA inh – blocks human ERG Ets domain binding to DNA; P11308; fluorescence polarization, His-ERG Ets domain / labelled DNA; Potency, µM (titrated, usually from 76.9 µM), without a hit: at the top dose FP activity, negative = inhibition, actives largely listed as inhibitors; 0.028% of 370,000 active; AID 624246; active means well fitted inhibition curve with a large enough effect in the polarisation, with a control signal flat; inconclusive means small, poorly fitted or top-dose-only effect, or effect the other way, or a change in a side signal; inactive means no such curve, though single readings can be large or run the other way; the % refers to the polarisation;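 further: polarization taken with two DNA probes labelled with fluorescein and Texas red; potency means the concentration at half of the fitted maximal effect; % of control where 0% means no effect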
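His-tagged ERG Ets domain (1 uM in the protein solution; 300mM KCl, 50mM Tris-HCl, 1mM EDTA, 1mM DTT, pH 7.5) received compound, then a probe mix of 5 nM fluorescein-DNA and 100nM Texas-615-DNA. Fluorescence polarization was read for both dyes.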
An asterisk follows results filed as active; ? = inconclusive; · = no result given; & = joins results of further samples; [ ] = remark or other dose. Unless noted, the call rests on the fitted dose curve; in most records, active means well fitted curve in the direction sought with a large enough effect; inconclusive means small, poorly fitted or top-dose-only effect, or another doubt; inactive means no such curve, though single readings can be large; an effect the other way counts as inactive or inconclusive. Only part of the results is shown. The share of hits here may be higher or lower than overall.

compound,POLI inh,APE1 inh,TRHR agonist,POLB inh,POLK inh,ALOX12 inh,Apoferritin bind,BLM helicase inh,ERG-DNA inh
COc1ccccc1[C@@H]1C(c2cccc(C)c2)=NN(c2ccc(Br)cc2)[C@H]1C(=O)N1CCOC1=O,25%,-13%,·,·,-4%,?,362%[activator],-7%,-2%
Cc1onc(-c2ccccc2)c1C(=O)N1CCN(c2ncccc2C(F)(F)F)CC1,22%,5%,-0.4,?,-5%,-2%,-16%,-4%,-3%
CCCn1nc(C(=O)N2CCCc3ccccc32)c2ccccc2c1=O,13%,1%,0.0,25%,1%,9%&-4%,-5%,-3%,11%
COc1ccc(-n2c(=O)c3c4c(sc3n(CC(=O)NCC3CCCO3)c2=O)CCCC4)c(OC)c1 (stereo not given),25%,-2%,0.1,1%,-10%,15%,-15%,-2%,2%
O=[N+]([O-])c1cccc(-c2cc3cccc[n+]3cc2-c2cccc([N+](=O)[O-])c2)c1,4%,0%,0.2,-2%,-20%,-12%,-3%,-2%,-2%
O=C(CSc1nc2ccccc2c(=O)[nH]1)c1cccs1,-17%,4%,0.1,-9%,-13%,6.3µM*,-21%,1%,-6%
CCOc1ccc(NC(=S)NCCCN2CCN(C3CCCCC3)CC2)cc1,128%[activator],5%,-0.1,36%,-2%,-21%,-9%,-8%,5%
COc1ccc(-c2cc(C(F)(F)F)nc(SCCC(=O)N3CCN4CCCC4C3)n2)cc1 (stereo not given),-2%,0%,-0.1,-4%,-17%,14%,-13%,-6%,0%
Cc1ccc2c(=O)c(C(=O)c3cccc(Cl)c3)cn(CC(=O)NC3CCCCC3)c2n1,-6%,·,-0.6,-24%,-12%,-22%,10%,-8%,1%
O=c1[nH]c2cc(Cl)ccc2c(O)c1-c1ccc(Oc2ccccc2)cc1,?,0%,·,?,-12%[60.1 µM],·,·,·,·
Cc1cccc(N2C(=O)C(CC(=O)Nc3cccc(F)c3)N(CCc3ccncc3)C2=O)c1 (stereo not given),-9%&3%,-5%,0.3&-1.9,-1%&-12%,-7%&-18%,1%&-13%,-10%&-3%,-4%&-2%,9%&4%
NS(=O)(=O)c1cccnc1Nc1cccc(Cl)c1,?,1%,1.0,-19%,-1%,-7%,?,-5%,-4%
CCN(CC)C(=O)c1[nH]cnc1C(=O)N[C@@H](CC(C)C)C(=O)OC(C)(C)C,13%,2%,-0.2,-4%,-11%,?,-16%,-3%,-11%
O=C(Cc1nnc(NC(=O)Nc2ccc(F)cc2)s1)Nc1ccccc1,-1%,11%,1.4,37%,0%,3%,0%,-7%,-5%
Cc1cccc(-n2nnc(C(=O)NCc3ccco3)c2N)c1,18%,2%,·,43%,2%,0%,?,-6%,-1%
CCOC(=O)c1cnc2c(C)cc(C)cc2c1Nc1ccc(OCc2ccccc2)cc1,15%,·,-1.2,1%,7%,?,-6%,-7%,0%
COc1ccc2cc(C(c3nnnn3CCc3ccccc3)N3CCC(O)CC3)c(=O)[nH]c2c1 (stereo not given),?,-6%,0.2,-1%,-1%,-3%,-8%,0%,2%
Cc1c(C(=O)/C=C/N(C)C)nnn1-c1ccc(F)c(Cl)c1,7%,-2%,1.9,?,-11%,0%,5%,-4%,-1%
COc1ccc(CC(=O)Nc2nc(C(C)(C)C)cs2)cc1,102%[activator],45%[activator],1.4,-14%,-9%,-12%,-4%,-9%,-6%
CN1CCN(NC(=O)CN2C(=O)S/C(=C\c3c(Cl)cccc3Cl)C2=O)CC1,75%[activator],4%,0.8,-2%,-6%,1%,?,4%,0%
CC(C)C[C@H](NC(=O)CCn1nnc2ccccc2c1=O)C(=O)O,2%,-4%,-0.1,25%,11%,-11%,0%,-2%,4%
O=C(NC(NC(=S)Nc1ccc(Cl)cc1)C(Cl)(Cl)Cl)c1ccco1 (stereo not given),108%[activator],-1%,0.1,15%,-2%,?,-8%,-9%,-12%
COc1cc(/C=C/C(=O)OCC(=O)N2CCC(Cc3ccccc3)CC2)ccc1O,92%[activator],24%,0.1,10%,-8%,-2%,-14%,-4%,-3%

Arranged by count of non-hydrogen atoms (falling): some entries from above.
compound,POLI inh,APE1 inh,TRHR agonist,POLB inh,POLK inh,ALOX12 inh,Apoferritin bind,BLM helicase inh,ERG-DNA inh
COc1ccccc1[C@@H]1C(c2cccc(C)c2)=NN(c2ccc(Br)cc2)[C@H]1C(=O)N1CCOC1=O,25%,-13%,·,·,-4%,?,362%[activator],-7%,-2%
CCOC(=O)c1cnc2c(C)cc(C)cc2c1Nc1ccc(OCc2ccccc2)cc1,15%,·,-1.2,1%,7%,?,-6%,-7%,0%
Cc1ccc2c(=O)c(C(=O)c3cccc(Cl)c3)cn(CC(=O)NC3CCCCC3)c2n1,-6%,·,-0.6,-24%,-12%,-22%,10%,-8%,1%
Cc1onc(-c2ccccc2)c1C(=O)N1CCN(c2ncccc2C(F)(F)F)CC1,22%,5%,-0.4,?,-5%,-2%,-16%,-4%,-3%
CCN(CC)C(=O)c1[nH]cnc1C(=O)N[C@@H](CC(C)C)C(=O)OC(C)(C)C,13%,2%,-0.2,-4%,-11%,?,-16%,-3%,-11%
CCCn1nc(C(=O)N2CCCc3ccccc32)c2ccccc2c1=O,13%,1%,0.0,25%,1%,9%&-4%,-5%,-3%,11%
CC(C)C[C@H](NC(=O)CCn1nnc2ccccc2c1=O)C(=O)O,2%,-4%,-0.1,25%,11%,-11%,0%,-2%,4%
Cc1cccc(-n2nnc(C(=O)NCc3ccco3)c2N)c1,18%,2%,·,43%,2%,0%,?,-6%,-1%
Cc1c(C(=O)/C=C/N(C)C)nnn1-c1ccc(F)c(Cl)c1,7%,-2%,1.9,?,-11%,0%,5%,-4%,-1%
O=C(CSc1nc2ccccc2c(=O)[nH]1)c1cccs1,-17%,4%,0.1,-9%,-13%,6.3µM*,-21%,1%,-6%
NS(=O)(=O)c1cccnc1Nc1cccc(Cl)c1,?,1%,1.0,-19%,-1%,-7%,?,-5%,-4%

Source: PubChem (National Center for Advancing Translational Sciences (NCATS))
